Screening results from PubChem BioAssay.
PglD DTNB: C. jejuni PglD acetyltransferase inhibitors, primary screen, biochemical, DTNB colorimetric, single point; inhibition, % at 12.5 µM; AID 602405, 2012; purified PglD enzyme, DTNB colorimetric CoA detection; actives 0.098% (n = 360,000); UDP-N-acetylbacillosamine N-acetyltransferase PglD (Campylobacter jejuni); in the data active means inhibition above about 16%, passing the limit was not always enough; further: strong numbers were not always called active
ERAP1 inh: human ERAP1 aminopeptidase inhibitors, primary screen, biochemical, single point, plate reader; Endoplasmic reticulum aminopeptidase 1 (Homo sapiens), Q9NZ08; recombinant ERAP1, Leu-AMC fluorescence, 60 min; inhibition, % at 10.7 µM; actives 0.15% (n = 340,000);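 active means mean replicate inhibition of at least 30%, or all replicates individually reaching that 30% level; inactive means mean below 30% and not every replicate reaching it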;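 further: 0% = neutral control wells and 100% = L-leucinethiol positive control wells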
E-selectin induc: E-selectin induction in HUVECs, primary screen, imaging, HUVEC, immunofluorescence imaging, single point; normalized: neutral wells 0, TNF-alpha wells 100; activation, % at 7.58 µM; actives 0.37% (n = 260,000); AID 686992, 2013;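 active means mean E-selectin-positive cell signal at least 10% of the positive control, reached in at least 60% of replicates, without over 20% cell loss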;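 further: in these data hits start at about 27%; measured in HUVEC primary endothelial cells; signal is the percent of cells scored E-selectin positive by PE staining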
Target sequence (P16581 whole entry, looked up): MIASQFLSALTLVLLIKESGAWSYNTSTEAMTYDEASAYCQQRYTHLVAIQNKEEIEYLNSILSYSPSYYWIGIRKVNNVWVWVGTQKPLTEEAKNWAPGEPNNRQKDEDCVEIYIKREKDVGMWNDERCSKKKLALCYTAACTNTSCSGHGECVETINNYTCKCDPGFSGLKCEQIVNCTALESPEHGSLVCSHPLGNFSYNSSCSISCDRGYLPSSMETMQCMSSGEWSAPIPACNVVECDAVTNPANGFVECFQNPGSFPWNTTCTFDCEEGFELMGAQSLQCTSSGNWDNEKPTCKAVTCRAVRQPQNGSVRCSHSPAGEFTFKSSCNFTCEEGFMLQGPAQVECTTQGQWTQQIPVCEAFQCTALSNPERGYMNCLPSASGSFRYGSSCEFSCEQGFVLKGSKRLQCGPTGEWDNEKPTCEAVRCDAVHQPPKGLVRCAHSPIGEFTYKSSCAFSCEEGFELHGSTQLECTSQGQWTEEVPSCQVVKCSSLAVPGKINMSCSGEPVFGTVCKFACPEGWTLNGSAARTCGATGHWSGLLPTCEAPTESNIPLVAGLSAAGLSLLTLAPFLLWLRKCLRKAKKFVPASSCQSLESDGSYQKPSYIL
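Read-out: % PE-positive cells | Test system: HUVEC | Doses: One compound dose added by pin transfer | Buffer or medium: EGM-2 over gelatin coat | Signal: Immunofluorescence imaging | Benchmarks: TNF-alpha, DMSO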
miR-122 sensor: miR-122 Renilla sensor signal increase in Huh7, primary screen, miR-122 inhibitor project, cell-based, single point, plate reader; activation (reporter increase), % at 12.5 µM; actives 0.3% (n = 340,000); Huh7 miR-122 Renilla luciferase sensor, 48 h; neutral wells = 0, positive control = 100;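 active means mean replicate activation score at least 90 and every replicate individually at or above 90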;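 further: higher luciferase means less miR-122 activity so hits act as miR-122 inhibitors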
PGC1a acetyl inh: inhibitors of PGC1a acetylation signal, primary screen, cell-based, U2OS, AlphaScreen, inhibitor mode | AlphaScreen anti-acetyl-lysine; with virally co-expressed GCN5 acetyltransferase | inhibition, % at 15.6 µM | actives 0.17% (n = 350,000) | AID 651687, 2012;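 active means every replicate shows inhibition of at least 40%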;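 further: 0% = neutral control wells and 100% = positive control wells; some results beyond the cut were filed as inactive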
Cneo AK release: Cryptococcus neoformans cell lysis inducers, primary screen, AK release luminescence, single concentration | C. neoformans lysis, adenylate kinase release luminescence, 4 h; normalised: neutral wells 0, clomiphene wells 100 | AID 651654, 2012 | lysis activity, % at 15 µM | actives 0.2% (n = 360,000);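 active means mean lysis activity across replicates of at least 80%, whatever share of replicates individually reach that level; inactive means mean lysis activity below 80%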
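Material – Cryptococcus neoformans yeast cells · Quantity – 5 × 10^6 yeast cells/mL · Buffer or medium – YPD medium · Compound – single dose · Timing – 4 h static compound exposure, 37 °C, read 1 h post-reagent · Signal – adenylate kinase release luminescence · Read-out basis – lysis from increased AK signal · Benchmarks – Clomiphene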
RAD52 anneal inh: RAD52 DNA annealing inhibitors, primary screen, biochemical, FRET, single point, set 2; DNA repair protein RAD52 homolog (Homo sapiens), P43351; inhibition, % at 18.7 µM; actives 0.46% (n = 360,000); AID 651710, 2012; recombinant RAD52 DNA annealing, FRET fluorescence;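 active means every replicate showing at least 50% inhibition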
Target sequence (P43351 whole entry, looked up): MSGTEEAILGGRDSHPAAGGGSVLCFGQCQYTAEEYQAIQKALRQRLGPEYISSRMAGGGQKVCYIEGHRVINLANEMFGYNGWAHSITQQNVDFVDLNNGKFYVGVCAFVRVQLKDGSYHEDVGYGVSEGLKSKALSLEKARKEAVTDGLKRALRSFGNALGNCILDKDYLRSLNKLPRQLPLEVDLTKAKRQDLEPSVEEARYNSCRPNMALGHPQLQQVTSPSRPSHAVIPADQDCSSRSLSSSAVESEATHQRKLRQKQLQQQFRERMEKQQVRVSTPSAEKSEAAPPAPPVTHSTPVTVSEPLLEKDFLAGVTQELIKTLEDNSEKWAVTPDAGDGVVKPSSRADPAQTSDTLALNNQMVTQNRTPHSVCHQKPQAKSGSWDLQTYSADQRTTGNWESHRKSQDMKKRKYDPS
RAD54 inh: inhibitors of human RAD54 branch migration, primary screen, biochemical, fluorescence, single point. actives 0.14% (n = 360,000). inhibition, % at 10.4 µM. AID 602329, 2012. DNA repair and recombination protein RAD54-like (Homo sapiens), Q92698. RAD54 Holliday junction branch migration, FAM/BHQ fluorescence;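 active means mean normalized replicate activity at least 40 and at least half of replicates scoring 40 or more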;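 further: 0% = median of neutral control wells and 100% = median of positive control wells; inhibitors cause a drop in the FAM fluorescence signal; in these data hits start at about 50%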
* hit, by the source's call; · = not tested or not shown; & = joins results of further samples; [ ] = dose if it differs, or a comment.

SMILES	PglD DTNB	ERAP1 inh	E-selectin induc	miR-122 sensor	PGC1a acetyl inh	Cneo AK release	RAD52 anneal inh	RAD54 inh
COc1ccccc1C#CC1=CC(=O)CC(C)(C)C1	-1	·	-1.3	-3	·	-1	-12	-10
COC1=C(C)C(=O)C2=C(C1=O)C1C3CC4=C(C(=O)C(OC)=C(C)C4=O)C(CNC(=O)C(C)=O)N3C(C#N)C(C2)N1C (configuration not stated)	·	0	·	-14	42	·	0	·
CC(C)(C)OC(=O)C[C@@H]1C/C=C\C[C@@H](CC(=O)NCCO)C(=O)NC[C@H](c2ccccc2)OC1=O	2	-1	0.0	·	·	-1	-6	1
CO[C@H]1CN(C)C(=O)c2cc(NC(=O)c3cnccn3)ccc2OC[C@H](C)N(C)C[C@H]1C	-2	2	-0.3	1[16.7 µM]	-3	-2	-1	8
Cc1ccc(Nc2nnc(SCc3nc4ccccc4c(=O)[nH]3)s2)cc1	-9	0	·	8	-4	3	-14	7
CN(c1ccccc1)S(=O)(=O)CS(=O)(=O)N(C)c1ccccc1	-3	-3	-0.5	-6	-13	-4	-12	1
Cc1c(NC(=O)COC(=O)c2ccc(Br)o2)c(=O)n(-c2ccccc2)n1C	1	-3	·	2	5	1	-11	-3
CCOc1ccc(NC(=O)COC(=O)C2C3CC4OC(=O)C2C4C3)cc1 (configuration not stated)	0	1	·	-1	-3	1	-11	-17
CCOC(=O)c1sc(NC(=O)c2ccc(S(=O)(=O)N(CC)CC)cc2)nc1C	-4	·	·	-3	1	0	·	-8
COC(=O)C1CCN(S(=O)(=O)c2ccc(NC(C)=O)cc2)CC1	-7	·	·	0	1	1	·	5
CNC[C@H]1Oc2ccc(NC(=O)Nc3ccc4c(c3)OCO4)cc2C(=O)N([C@H](C)CO)C[C@@H]1C	-1&2	0&1	-1.3&0.1	-1[16.7 µM]	-17	7&0	-61&-8	1&1
CC1CCN(C(=O)CSc2nc3c(c(=O)n2C)SCC3)CC1	8	2	-1.3	·	·	3	-14	-4
COc1ccc(N(Cc2ccccc2)S(=O)(=O)c2cccc(C(=O)Nc3ncccc3C)c2)cc1	2	0	·	7	8	2	-4	8
Cc1nn(-c2ccccc2)c2ncc(C(=O)c3cc(Cl)ccc3O)cc12	1	·	·	1	3	-1	·	-1
COc1c(C)cc(Br)cc1C(=O)NC(=S)NCc1ccco1	-3	-1	-0.3	1	-4	3	-5	-2
COc1ccc(CNc2c(C(=O)O)cnc3c2cnn3C)cc1	1	4	·	-2	1	-3	-9	2
O=C(C[C@@H]1CC[C@H]2[C@@H](COC[C@@H](O)CN2C(=O)C2CC2)O1)NCc1ccncc1	0	1	0.0	3[16.7 µM]	3	-3	1	10
Cc1c(C(=O)Nc2cccc([N+](=O)[O-])c2)csc1-c1ccccc1	-4	·	·	-5	·	-7	·	1
COc1ccc(C(=O)Nc2ccnn2C2CCN(Cc3ccccn3)CC2)cc1	-5	1	·	-8	4	3	-21	-4
CCc1ccc(N=C2NC(=O)/C(=C/c3cc(Br)c(OCC(=O)O)c(OC)c3)S2)cc1	27*	-2	-0.1	-12	·	-1	39	-10
COc1ccc2c3c([nH]c2c1)[C@@H](CO)N(C)CC31CN(C(=O)c2ccccc2F)C1	·	2	0.3	·	2	·	6	·
CCCNC(=O)Nc1ccc2c(c1)C(=O)N(C)C[C@H](OC)[C@@H](C)CN(Cc1cccnc1)[C@@H](C)CO2	-3	4	1.9	·	12	-10	13	5
CN(C)S(=O)(=O)c1ccc(NC(=O)c2ccncc2)cc1	·	-1	·	0	-1	·	-5	·
COc1ccc(F)cc1S(=O)(=O)NC(Cc1ccccc1)C(N)=O (configuration not stated)	1	·	·	0	-1	-2	·	-4
CCOC(CNC(=O)c1cc(C)nn1-c1ccccc1)OCC	-34	·	·	-4	41	6	·	0

Four compounds from above, showing only PGC1a acetyl inh, RAD54 inh and PglD DTNB:
canonical_smiles	PGC1a acetyl inh	RAD54 inh	PglD DTNB
COC(=O)C1CCN(S(=O)(=O)c2ccc(NC(C)=O)cc2)CC1	1	5	-7
CNC[C@H]1Oc2ccc(NC(=O)Nc3ccc4c(c3)OCO4)cc2C(=O)N([C@H](C)CO)C[C@@H]1C	-17	1&1	-1&2
CC1CCN(C(=O)CSc2nc3c(c(=O)n2C)SCC3)CC1	·	-4	8
COc1ccc(N(Cc2ccccc2)S(=O)(=O)c2cccc(C(=O)Nc3ncccc3C)c2)cc1	8	8	2

Other results follow:
SMILES	PglD DTNB	ERAP1 inh	E-selectin induc	miR-122 sensor	PGC1a acetyl inh	Cneo AK release	RAD52 anneal inh	RAD54 inh
O=C(Nc1ccc(F)cc1)Nc1ccc2c(c1)OCO2	-2	-5	-0.2	0	·	-4	-8	-3
CCCC(=O)Nc1ccc2c(c1)C(=O)N(C)C[C@@H](OC)[C@@H](C)CN(C(=O)c1cnccn1)[C@@H](C)CO2	1	0	-0.2	-2[16.7 µM]	9	1	-2	-5
Cc1ccc(S(=O)(=O)Nc2ccc(C(=O)N3CCOCC3)cc2)cc1	5	-1	·	-1	-9	1	-23	-5
O=C(Nc1cccc(-c2nnc(-c3ccccc3)o2)c1)C1CCCCC1	-1	·	·	2	-3	-5	·	-1
Cc1csc(NC(=O)C2CCCCC2)n1	-5	·	·	-10	·	0	·	-2
O=C(O)Cc1ccc2oc(-c3cccnc3)nc2c1	-2	-1	·	2	4	1	-10	4
C=CCOc1cccc(C(=O)Nc2ncn[nH]2)c1	3	0	14	1	15	4	-3	-3
CNC(=O)C[C@H]1CC[C@@H]2[C@@H](COc3ccc(NC(=O)c4cc(F)cc(F)c4)cc3C(=O)N2C)O1	2	2	0.1	-27[16.7 µM]	-2	-3	12	-1
CCCC[C@@H]1CNC(=O)C(=O)N1CCc1cc(C(F)(F)F)cc(C(F)(F)F)c1	-4	7	-0.2	-16	·	-2	-4	-15
Cc1nc2c(C#N)c[nH]n2c(=O)c1Cc1ccccc1	-2	-7	·	-2	-6	0	-25	-2
COc1ccc(C(O)c2nc(-c3cnn(C)c3)cs2)cc1 (configuration not stated)	-4	10	-0.3	-7	2	0	3	0
CC(Oc1ccc(Br)cc1)C(=O)NCCCN1CCCC1=O (configuration not stated)	-1	0	·	2	9	1	-16	-16
CCOC(=O)/C=C/[C@H]1Cc2ccccc2CO1	-3	-3	0.7	-4	2	0	6	-1
N#Cc1cc2c(nc1SCC(O)CS(=O)(=O)Cc1ccc(Cl)cc1)CCCC2 (configuration not stated)	-3	·	·	·	-4	-13	·	4
CC(C)NC(=O)c1onc(CSc2ccc(C(C)C)cc2)c1C(=O)O	-4	4	·	·	·	-2	0	4
COc1ccc(Br)cc1S(=O)(=O)N1CCCc2ccccc21	3	2	·	13	-2	2	-25	0
COc1ccccc1-n1nc(C(=O)O)c2ccccc2c1=O	-4	·	·	-4	8	1	·	-7
CCOC(=O)CNc1c(N2CCN(c3ccccn3)CC2)c(=O)c1=O	-2	2	-0.5	-5	-9	12	-10	-1
Cc1nc(CN2CCN(C(=O)CCc3nnc(Cc4c[nH]c5ccccc45)o3)CC2)cs1	-4	·	·	3	4	-4	·	-6
COc1ccc(S(=O)(=O)Nc2c(C)nc3nc[nH]n3c2=O)cc1	6	-1	·	-2	1	0	-10	-1
COc1ccc(NC(=O)N(C)C[C@@H]2Oc3c(NC(=O)Nc4ccc(F)cc4)cccc3C(=O)N([C@@H](C)CO)C[C@@H]2C)cc1	-2	2	-0.5	11[16.7 µM]	-7	-4	5	3
CCn1c2ccccc2c2cc(NC(=O)C(C)Oc3ccccc3)ccc21 (configuration not stated)	-2	-2	·	3	-5	1	-27	-14
CCCC(C(=O)NCCc1ccc(S(N)(=O)=O)cc1)c1ccccc1 (configuration not stated)	-2	1	0.1	-3	·	0	-13	7
CCc1ccc(C(=O)N2CCN(c3ccc(NC(=O)c4ccco4)cc3)CC2)cc1	-3	4	-0.2	-6	0	-3	-7	3
COc1ccc(OCc2cc(C(=O)N3CCOCC3)no2)c(Cl)c1	-3	-2	·	0	-1	-2	-3	-9

(continued)
SMILES	PglD DTNB	ERAP1 inh	E-selectin induc	miR-122 sensor	PGC1a acetyl inh	Cneo AK release	RAD52 anneal inh	RAD54 inh
Cc1ncc(CN2CCC(C(=O)Nc3ccc(-n4cccn4)cc3)CC2)s1	2	-4	0.6	-9	12	-1	-24	0
O=C(CCN1C(=O)C2C3C=CC(C3)C2C1=O)NC1CCCCC1 (configuration not stated)	1	-2	·	·	·	2	-3	9
COc1ccc(OC)c(CNC(=O)Cn2nc(C)c3c(C)n(-c4ccc(C)cc4)nc3c2=O)c1	1	0	·	-9	-11	-2	-2	-5
C/C=C/c1ccc([C@H]2[C@@H](CO)N(C(=O)Cc3cccnc3)[C@@H]2CNC(C)=O)cc1	-1	·	0.0	17[16.7 µM]	3	1	-2	-3
CN1c2ccc(Br)cc2[C@@H]2[C@@H](CCN2C(=O)Cc2ccccc2)[C@@H]1CO	-1	7	-0.2	4[16.7 µM]	-11	5	23	-7
CNC(=O)C[C@H]1CC[C@H]2[C@@H](COc3ccc(NC(=O)Nc4c(C)noc4C)cc3C(=O)N2C)O1	2	·	-0.1	-17[16.7 µM]	-3	-1	·	4
COc1ccc2cc(C3=CCCCC3)ncc2c1	1	-4	0.0	-2	-3	-7	-15	0
Cc1ccc(S(=O)(=O)Nc2ccc3c(c2)C(=O)N([C@@H](C)CO)C[C@H](C)[C@@H](CN(C)S(=O)(=O)c2ccc(C)cc2)O3)cc1	3	4	-0.2	-1[16.7 µM]	12	1	10	-3
N/C(Cc1cccs1)=N\OC(=O)COc1ccc(Cl)cc1Cl	2	·	·	-6	1	-6	·	-7
OCc1ccccc1CN1CCCCCC1	·	6	2.7	·	-4	·	-5	·
COc1cc2sc(NC(=O)c3ccco3)nc2cc1Cl	1	1	0.5	43	-2	1	-10	7
CC(C(=O)NC(C)(C)C)N(C(=O)CS(=O)CC(=O)Nc1ccc(F)cc1)c1ccccc1F (configuration not stated)	·	1	0.2	·	0	·	-4	·
COc1ccc(CN(C)C[C@@H]2Oc3c(NS(=O)(=O)c4cccs4)cccc3C(=O)N([C@@H](C)CO)C[C@@H]2C)cc1	0	2	0.4	6[16.7 µM]	5	5	-8	-5
CC(=O)N[C@H]1CC[C@H](CC(=O)NCC2CCCCC2)O[C@@H]1CO	-1	-1	-0.7	·	-2	-1	1	9
CC1(C(=O)N2CC3(CC(c4cccc(NC(=O)COc5ccc(Cl)cc5)c4)=NO3)C[C@@H]2C(N)=O)CC1 (some centres not stated)	7	-4	0.8	3	-7	-12	-28	4
C[C@H](CO)N1C[C@H](C)[C@H](CN(C)C(=O)CN(C)C)Oc2cc(C#C[C@@H](C)O)ccc2S1(=O)=O	0	1	-0.1	-6[16.7 µM]	-8	16	-8	4
CC(=O)Nc1nc(C)c(-c2csc(Nc3ccccn3)n2)s1	·	5&-2	2.5	·	4&7	·	4&-15	·
CCc1cc(=O)[nH]c(SCc2cccc3ccccc23)n1	-2	·	·	·	10	-13	·	-2
O=c1oc2ccccc2c(NCc2ccc(Cl)cc2)c1[N+](=O)[O-]	5	-6	·	1	-11	-17	-16	-8
COc1cc2oc(=O)cc(-c3ccc(-c4ccc(N(C)C)cc4)cc3)c2c(OC)c1OC	2	0	0.0	-6	15	1	-22	1
